Bioassay records (PubChem)
aDG glyco act: activators of alpha-DG glycosylation, primary screen, uHTS, Pro5-aDG cells, AlphaScreen. alpha-DG glycosylation AlphaScreen (IIH6); 0% Pro5, 100% B10-LARGE cell signal. activation, % at 10 µM. hit rate 0.22% among 360,000;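 active = activation of at least 8% versus controls, or a plate z-score of at least 8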;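 note: Pro5 are CHO cells carrying HIG-tagged alpha-DG that lacks glycosylation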
Granule exo inh: LAMP-1 surface exposure blockers, TALL-104 cells – cell-based, flow cytometry, MLPCN library, primary screen; TALL-104 LAMP-1 surface exposure; cells stimulated with thapsigargin and PMA; inhibition, % at 10 µM; hit rate 0.66% among 360,000; AID 651702, 2012;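 active = inhibition above about 55%, limit read from the data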
HTR2A ag: mouse Htr2a agonists via beta-arrestin recruitment, primary screen, cell-based, luminescence | 5-hydroxytryptamine receptor 2A (Mus musculus), P35363 | CHO-K1 mHTR2A beta-arrestin complementation; percent of 30 µM serotonin response | activation, % at 7.6 µM | hit rate 0.66% among 360,000 | AID 624169, 2012;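 active = activation above a run cutoff, the mean activation of all tested compounds plus 3 SD, cut at about 14% in these data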;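 note: 0% = plate median of compound wells and 100% = 30 µM serotonin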
Target sequence (P35363 whole entry, looked up): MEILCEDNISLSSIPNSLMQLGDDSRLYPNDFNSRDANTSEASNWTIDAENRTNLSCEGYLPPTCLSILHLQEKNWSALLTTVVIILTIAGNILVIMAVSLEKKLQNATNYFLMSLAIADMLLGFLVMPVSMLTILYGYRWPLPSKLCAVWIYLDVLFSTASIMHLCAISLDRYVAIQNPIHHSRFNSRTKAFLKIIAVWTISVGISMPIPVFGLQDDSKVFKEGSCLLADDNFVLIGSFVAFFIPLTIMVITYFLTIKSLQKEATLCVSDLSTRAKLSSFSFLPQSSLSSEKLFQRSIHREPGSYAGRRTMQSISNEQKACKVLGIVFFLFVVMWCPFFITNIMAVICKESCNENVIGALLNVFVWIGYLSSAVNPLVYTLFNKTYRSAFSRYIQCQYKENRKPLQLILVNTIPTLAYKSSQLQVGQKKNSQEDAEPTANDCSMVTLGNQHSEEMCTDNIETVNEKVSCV
N-glyco inh: increase of ERlucT glycosylation luciferase signal, primary screen, N-linked glycosylation inhibitor project, D54 ERlucT cells, luminescence, set 2; D54 ERlucT glycosylation luciferase reporter, 24 h; percent of 100 nM tunicamycin response; reporter increase, % at 12.5 µM; hit rate 0.23% among 360,000; AID 588692, 2011;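 active = mean luciferase reporter signal, scaled so untreated is 0 and the glycosylation-blocking control 100, at or above a set limit in every replicate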;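 note: luciferase carries N-glycosylation sites so blocking glycosylation raises the light; 0% = median of neutral control wells and 100% = median of 100 nM tunicamycin wells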
MC4R barr agon: MC4R agonists recruiting beta-arrestin, primary screen, cell-based, luminescence, agonist arm of biased-ligand search; activation, % at 8.9 µM; U2OS MC4R beta-arrestin complementation; percent of melanotan II response, DMSO zero; hit rate 0.98% among 360,000; Melanocortin receptor 4 (Homo sapiens), P32245; AID 540308, 2011;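 active = activation above a per-plate cutoff, the mean activation of sample wells on that plate plus 3 SD, cut at about 8% in these data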
Target sequence (P32245 whole entry, looked up): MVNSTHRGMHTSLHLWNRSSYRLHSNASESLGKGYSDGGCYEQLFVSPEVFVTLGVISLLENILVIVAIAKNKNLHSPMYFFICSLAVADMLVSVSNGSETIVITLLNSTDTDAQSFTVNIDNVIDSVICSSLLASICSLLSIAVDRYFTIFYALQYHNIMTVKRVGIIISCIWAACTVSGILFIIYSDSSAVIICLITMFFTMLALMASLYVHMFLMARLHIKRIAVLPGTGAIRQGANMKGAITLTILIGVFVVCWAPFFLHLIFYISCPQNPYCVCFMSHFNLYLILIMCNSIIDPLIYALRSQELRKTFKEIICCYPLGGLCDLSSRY
H9c2 protect: cardioprotection against H2O2-induced cell death, primary screen, uHTS, H9c2 cells, ATPLite luminescence | protection from H2O2 cell death, % at 20 µM | H9c2 cardiomyocytes, H2O2 injury protection, 2 h | AID 588492, 2011 | hit rate 0.63% among 360,000;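 active = compounds giving at least 50% protection of heart cells from peroxide-induced death in the single-dose screen, raw or plate-pattern-corrected value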;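 note: 0% = DMSO wells with peroxide and 100% = DMSO wells without peroxide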
ABHD5 PLIN5 PPI: ABHD5-PLIN5 interaction inhibitors, primary screen, cell lysate, split luciferase complementation, luminescence | Perilipin-5 (Homo sapiens) + 1-acylglycerol-3-phosphate O-acyltransferase ABHD5 (Homo … | inhibition, % at 4 µM | Split G. princeps luciferase complementation, 4 h | hit rate 0.78% among 360,000;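 active = inhibition above the mean inhibition across every tested compound plus 3 SD, cut at about 22% in these data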;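 note: 0% = DMSO only wells and the 100% control is not disclosed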
ABCB6 inh MLPCN: ABCB6 transporter inhibitors, primary screen, K562-ABCB6 cells, flow cytometry, MLPCN library. ATP-binding cassette sub-family B member 6 (Homo sapiens), Q9NP58. K562-ABCB6 porphyrin accumulation, 1 h; stronger effect = lower value. fluorescence ratio to DMSO, % at 10 µM. hit rate 0.19% among 360,000;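 active = fluorescence ratio to DMSO below 75%, the collection mean minus 3 SD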;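 note: signal is porphyrin accumulated inside mitochondria; 100% equals median channel fluorescence of DMSO control wells; lower ratio means ABCB6 inhibition with less porphyrin fluorescence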
hiPSC survival: enhancers of single-cell hiPSC survival, primary screen, ATPlite luminescence. hit rate 0.044% among 360,000. 100% = ROCK inhibitor wells, 0% = DMSO. survival enhancement, % at 20 µM; in the data active = survival enhancement above about 18%;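 note: cells exposed to compounds for 16 hours before the ATP read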
MC4R antagonist: MC4R antagonists of cAMP signaling, primary screen, cell-based, TR-FRET, antagonist arm of biased-ligand search | Melanocortin receptor 4 (Homo sapiens), P32245 | MC4R-expressing cells, MTII-stimulated cAMP, LANCE TR-FRET | inhibition, % at 6.5 µM | hit rate 0.48% among 360,000;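 active = inhibition above its plate's cutoff, the mean of tested wells on that plate plus 3 SD, cut at about 29% in these data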;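 note: 0% = Melanotan II alone and 100% = Melanotan II plus saturating MCL0020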
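Material – human MC4R-expressing U2OS cells · Repeats – no replicates · Detection – TR-FRET with Eu-cAMP and labeled anti-cAMP, 671 nm · Times – compound 30 min, challenge 1 h, detection 1 h · Compound – single nominal compound dose of 6.5 µM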
Numbers without * were called inactive; nt = no result given.

SMILES | aDG glyco act | Granule exo inh | HTR2A ag | N-glyco inh | MC4R barr agon | H9c2 protect | ABHD5 PLIN5 PPI | ABCB6 inh MLPCN | hiPSC survival | MC4R antagonist
CC(=O)Nc1ccc(NC(=O)C(C)OC(=O)CNC(=O)c2sc3ccccc3c2Cl)cc1 (stereo not drawn) | -0.2 | -1 | 3 | 1 | 0.2 | -1 | 8 | 99 | -1.0 | 3
Cc1cc(NC(=O)CCS(=O)(=O)c2ccc(F)cc2)no1 | -0.4 | -8 | -6 | -2 | -2.5 | 4 | -9 | 98 | 2.2 | 0
O=C(NCCc1csc(-c2cccnc2)n1)c1ccccc1Br | 0.3 | 0 | -1 | -3 | 0.2 | -4 | -3 | 89 | -0.6 | 14
CCCCc1nnc(NC(=O)CN2C(=O)c3ccccc3C2=O)s1 | -0.1 | 0 | 2 | 0 | -2.4 | 4 | -1 | 92 | 6.2 | 5
CCCSc1nsc(N)n1 | -0.4 | 1 | -5 | 1 | -0.6 | 9 | -4 | 102 | -1.7 | -2
CCOC(=O)N1CCN(C(=O)C(=O)NN)CC1 | -0.3 | 1 | 8 | 0 | -1.5 | -4 | 3 | 98 | -0.1 | -2
Cc1cc(C)n2nc(C(=O)Nc3nnc(C4CC4)s3)nc2n1 | -0.5 | 1 | -2 | 1 | 1.7 | 3 | 1 | nt | 0.5 | 1
C#CCOc1ccc(C2C3=C(CC(C)(C)CC3=O)N(CC(=O)O)C3=C2C(=O)CC(C)(C)C3)cc1 | 0.1 | -1 | -1 | 1 | -0.6 | 9 | 0 | 101 | 0.5 | 4
COc1cccc(NC(=S)N2C3CCCC2CC(NC(=O)C2CC2)C3)c1 (stereo not drawn) | -0.2 | -16 | 7 | 4 | -1.9 | -3 | 10 | 95 | 1.0 | 3
O=C(NCc1n[nH]c(=S)n1-c1ccc(Br)cc1)c1ccc(S(=O)(=O)N2CCCC2)cc1 | -0.1 | 0 | -3 | 1 | -3.5 | 3 | -1 | 104 | -0.7 | -6
COC(c1ccccc1)c1nc2ccccc2[nH]c1=O (stereo not drawn) | 0.1 | -9 | -1 | 0 | -2.3 | -3 | 0 | 110 | 0.3 | 5
O=C(Cc1ccc(F)cc1)NCc1cccnc1 | -0.3 | 1 | 0 | 0 | 1.9 | 4 | -1 | 98 | 4.0 | 6
COc1cccc(C(=O)Nc2c(C)nn(-c3ccccc3)c2C)c1 | 0.2 | -3 | -3 | 0 | 5.3 | 12 | 1 | 102 | -1.8 | 16
COC(=O)CCC(=O)Nc1sc2c(c1C#N)CCCC2 | -0.6 | 1 | -3 | 0 | -2.5 | 5 | -3 | 101 | -2.4 | -21
NC(=O)c1ccccc1NC(=O)/C=C/c1ccccc1 | -0.1 | 5 | 4 | -3 | -1.6 | -21 | 1 | 94 | -3.1 | -5
CN1CCN(C(=O)Cn2c(=O)oc3cc(S(=O)(=O)NCc4ccccc4)ccc32)CC1 | -0.2 | 0 | -3 | 1 | -1.4 | 1 | -5 | 102 | -0.7 | 3
O=C(CNC(=O)OCc1ccccc1)NCC(=O)Oc1ccc([N+](=O)[O-])cc1 | 0.0 | 2 | 1 | 2 | -1.8 | 2 | -6 | 89 | -0.7 | -1
O=C1/C(=C\c2ccco2)SC(=S)N1Cc1ccccc1 | 0.1 | -2 | -2 | -5 | -0.6 | -6 | -8 | 103 | -0.7 | 13
Cc1cc(C)c(C)c(C(=O)COC(=O)CNC(=O)CNC(=O)c2ccco2)c1C | 0.0 | -8 | 6 | 3 | 1.0 | 6 | 1 | 94 | 2.2 | 23
CC(=O)Nc1ccc(S(=O)(=O)N2CCCC2C(=O)O)cc1 (stereo not drawn) | -0.1 | 3 | 1 | 2 | 1.3 | 0 | -2 | 100 | 5.4 | 10

Entries listed so far that have a halogen (five):
SMILES | aDG glyco act | Granule exo inh | HTR2A ag | N-glyco inh | MC4R barr agon | H9c2 protect | ABHD5 PLIN5 PPI | ABCB6 inh MLPCN | hiPSC survival | MC4R antagonist
CC(=O)Nc1ccc(NC(=O)C(C)OC(=O)CNC(=O)c2sc3ccccc3c2Cl)cc1 (stereo not drawn) | -0.2 | -1 | 3 | 1 | 0.2 | -1 | 8 | 99 | -1.0 | 3
Cc1cc(NC(=O)CCS(=O)(=O)c2ccc(F)cc2)no1 | -0.4 | -8 | -6 | -2 | -2.5 | 4 | -9 | 98 | 2.2 | 0
O=C(NCCc1csc(-c2cccnc2)n1)c1ccccc1Br | 0.3 | 0 | -1 | -3 | 0.2 | -4 | -3 | 89 | -0.6 | 14
O=C(NCc1n[nH]c(=S)n1-c1ccc(Br)cc1)c1ccc(S(=O)(=O)N2CCCC2)cc1 | -0.1 | 0 | -3 | 1 | -3.5 | 3 | -1 | 104 | -0.7 | -6
O=C(Cc1ccc(F)cc1)NCc1cccnc1 | -0.3 | 1 | 0 | 0 | 1.9 | 4 | -1 | 98 | 4.0 | 6

Following part.
SMILES | aDG glyco act | Granule exo inh | HTR2A ag | N-glyco inh | MC4R barr agon | H9c2 protect | ABHD5 PLIN5 PPI | ABCB6 inh MLPCN | hiPSC survival | MC4R antagonist
Cc1c(C(=O)O)oc2ccc(S(=O)(=O)N3CC(C)CC(C)C3)cc12 (stereo not drawn) | 0.8 | 10 | 2 | 1 | 0.9 | 9 | -2 | 100 | 7.4 | 9
CCOC(=O)c1sc(NC(=O)c2ccccc2F)c(C(N)=O)c1C | -0.4 | -4 | 5 | -2 | 6.7 | 11 | 0 | 92 | -0.5 | 13
Cc1nc2cc(-c3ccc(Cl)cc3)nn2c(C)c1CCC(=O)NCc1ccco1 | -0.1 | -3 | 11 | -6 | 3.5 | -4 | 4 | 103 | -2.9 | 17
CSc1nsc(SC)c1NC(=O)OCCc1ccccn1 | -0.1 | -1 | 1 | 2 | -1.2 | 0 | 0 | 104 | -1.0 | 6
CC1Cc2ccccc2N1CC(=O)Nc1cccc(S(N)(=O)=O)c1 (stereo not drawn) | -0.1 | -6 | -5 | 1 | -1.1 | -3 | 5 | 102 | 1.5 | 8
O=C(O)C(NS(=O)(=O)c1cccc2nsnc12)c1ccccc1 (stereo not drawn) | -0.3 | -1 | 0 | -1 | -1.2 | 7 | 3 | 91 | 0.2 | 12
COc1cc(NC(=S)N2CCN(C)CC2)c(OC)cc1Cl | -0.5 | 24 | -4 | 1 | 1.4 | 0 | -6 | 105 | 3.6 | 13
COc1ccc(-c2ccnc(SCC(=O)c3ccc(OC)c(OC)c3)n2)cc1 | 0.4 | 3 | -3 | -1 | 6.2 | -6 | 1 | 96 | 2.6 | -1
Cc1cc(C)c(C#N)c(SCC(=O)OC2CCCCC2)n1 | 0.1 | 3 | 7 | 1 | 2.1 | -14 | 10 | 85 | 3.8 | 3
COCCCC1CCN(C(=O)CCc2nnc(CCCCc3ccccc3)o2)CC1 | 0.6 | -1 | -1 | -2 | 2.1 | -7 | 3 | 105 | -0.1 | -1
Cc1ccccc1NC(=O)C1CC(Cl)=CCC1C(=O)O (stereo not drawn) | -0.1 | 1 | 3 | -2 | -1.6 | 2 | 3 | 101 | 0.8 | 2
NNC(=O)c1ccc(S(=O)(=O)N2CCc3ccccc32)cc1 | 0.0 | -5 | -3 | -2 | -0.7 | 14 | 8 | 96 | 0.0 | 10
CC(CCc1ccccc1)NC(=O)C(=O)NCc1ccccc1 (stereo not drawn) | -0.1 | -1 | 3 | 0 | 2.6 | 0 | -3 | 95 | -1.9 | -6
NC(=O)c1ccsc1NC(=O)c1ccco1 | -0.1 | -2 | 1 | 3 | -1.1 | 3 | 4 | 100 | -0.7 | 24
CCCCN(CCCC)c1nc2ccccc2nc1NS(=O)(=O)c1ccc(NC(C)=O)cc1 | -0.1 | 0 | 2 | 1 | 0.7 | 6 | -4 | 96 | 6.3 | 12
CCOc1ccccc1NC(=O)C1C2CCC3C(CCC21)C3(Cl)Cl (stereo not drawn) | 0.0 | -4 | 3 | 3 | 0.5 | -5 | -11 | 104 | 1.9 | 7
CC(C)NC(=O)C1(C#N)C=C1c1ccccc1 (stereo not drawn) | 0.4 | -5 | 2 | nt | nt | nt | -9 | 96 | -1.3 | nt
CC(C)Cc1nnc(NC(=O)CCC(=O)Nc2ccccc2)s1 | 0.9 | 4 | -4 | 8 | -2.1 | -4 | 2 | 93 | -0.4 | 15
Cc1cccc(NC(=O)c2cnn(C)c2)c1C | -0.2 | -1 | 4 | 2 | -0.7 | 5 | 2 | 92 | 0.4 | 1
O=C(Nc1ccc(-c2nc3cc(Cl)ccc3c(=O)o2)cc1)c1ccco1 | -0.3 | 0 | 2 | 1 | -3.1 | 9 | -6 | 99 | -2.0 | 5
O=C(Nc1cccc(O)c1)c1ccc(C(F)(F)F)cc1 | -0.3 | 1 | 1 | -4 | -0.1 | -16 | 1 | 88 | -3.4 | 5
O=[N+]([O-])c1ccc2nc(-c3ccc(OC(F)F)cc3)cn2c1 | 0.0 | -4 | -1 | -14 | 0.9 | -6 | -9 | 101 | -0.5 | -4
O=C(COC(=O)/C=C/c1ccc2c(c1)OCO2)Nc1ccc(S(=O)(=O)N2CCCC2)cc1 | 0.0 | 1 | 3 | 1 | -0.5 | -1 | -10 | 98 | -1.5 | 2
CC(=O)N1CCN(c2ccc(NCc3ccc(F)cc3)cc2)CC1 | 0.1 | -5 | -2 | 5 | -0.3 | -2 | -6 | 103 | 2.0 | 7
Cc1cnc(CNC(=O)CC2C(=O)NCCN2Cc2ccccc2F)cn1 (stereo not drawn) | -0.6 | 0 | 2 | 3 | -4.8 | 3 | -4 | 97 | 0.2 | 9
COc1cccc(C(=O)NC2CC3CCCC(C2)N3Cc2ccc(C)cc2)c1 (stereo not drawn) | 0.0 | 3 | -4 | -2 | -1.5 | 1 | 3 | 102 | 0.7 | -2
O=C(Nc1ccc(Cl)cc1)NC1CCS(=O)(=O)C1 (stereo not drawn) | -0.1 | -1 | 3 | 1 | 2.7 | 5 | -1 | 98 | -1.6 | 10
Cc1nonc1CC(=O)NC1CC(C)(C)Cc2c1cnn2-c1ccc(F)cc1 (stereo not drawn) | 0.0 | 3 | 2 | -3 | -3.9 | -1 | -5 | 104 | -0.4 | 2
Cc1ccc(NC(=O)CN2C(=O)NC(C)(c3ccc(Cl)cc3)C2=O)cc1 (stereo not drawn) | -0.2 | 0 | -1 | 10 | -0.6 | 3 | -4 | 101 | -0.2 | -1
COC(=O)[C@H]1[C@H](c2ccccc2)[C@H](C(=O)OC)O[C@H]1c1ccccc1 | 0.1 | -4 | 1 | -2 | -0.5 | -2 | -5 | 101 | -0.4 | 8
